Source: PubChem (National Center for Advancing Translational Sciences (NCATS))
D2 antagonist: HTS Assay for Allosteric Antagonists of the Human D2 Dopamine Receptor: Primary Screen for Antagonists. D(2) dopamine receptor (Homo sapiens), P14416. HEK293 TREx D2 cells, calcium flux, dopamine EC80. inhibition, % at 10 µM. 340,000 tested, 2% active; in the data active = inhibition above about 30%; also: 0% is about no effect
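Inhibition of EC80 dopamine-driven calcium flux, recorded kinetically, defines activity here; cells are a tetracycline-induced HEK293 T-REx line expressing force-coupled D2.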
D1 potentiator: Potentiators of Human D1 Dopamine Receptor: qHTS. HEK293 TREx D1 cells, calcium flux, dopamine EC20 potentiation. 360,000 tested, 0.036% active. potentiation, % at 10 µM. D(1A) dopamine receptor (Homo sapiens), P21728; in the data active = potentiation above about 30%; also: 0% is about no effect
TRHR PAM: qHTS for Small Molecule Agonists and Allosteric Enhancers of Human TRH Receptor: Primary Screen for Enhancers; Thyrotropin-releasing hormone receptor (Homo sapiens), P34981; TRHR cells, fluo-8 calcium fluorescence, EC20 TRH enhancement; enhancement, % at 2 µM; 360,000 tested, 0.66% active; in the data active = enhancement above about 30%; also: 0% is about no effect
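TRHR-expressing cells loaded with fluo-8 calcium dye were read kinetically (ex 480/em 530) during compound addition, then stimulated with an EC20 of TRH (10 nM final). Enhancement of the Gq-mediated intracellular calcium response was scored.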
TRHR ag: qHTS for Small Molecule Agonists and Allosteric Enhancers of Human TRH Receptor: Primary Screen for Agonists; TRHR cells, calcium flux fluo-8, FDSS agonist mode; 360,000 tested, 0.18% active; activation, % at 2 µM; Thyrotropin-releasing hormone receptor (Homo sapiens), P34981; also: 0% is about no effect
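In this calcium-flux screen, cells bearing human TRHR are dye-loaded with fluo-8, baselined for 10 cycles, then exposed to library compounds; positive kinetic calcium responses during the agonist phase mark hits, with TRH as control.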
RXFP1 antagonist: qHTS Assay for Antagonists of the Relaxin Receptor RXFP1. Relaxin receptor 1 (Homo sapiens), Q9HBX9. HEK293-RXFP1, relaxin-stimulated cAMP HTRF, 30 min; stronger effect = lower value. activity change, negative = inhibition, % at 57.5 µM. 350,000 tested, 0.59% active;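 active = activity change of -60% or lower, but not beyond a set lower limit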; also: % is scaled to controls: 0 for no effect and ±100 for the full control effect
Target sequence (Q9HBX9 whole entry, looked up): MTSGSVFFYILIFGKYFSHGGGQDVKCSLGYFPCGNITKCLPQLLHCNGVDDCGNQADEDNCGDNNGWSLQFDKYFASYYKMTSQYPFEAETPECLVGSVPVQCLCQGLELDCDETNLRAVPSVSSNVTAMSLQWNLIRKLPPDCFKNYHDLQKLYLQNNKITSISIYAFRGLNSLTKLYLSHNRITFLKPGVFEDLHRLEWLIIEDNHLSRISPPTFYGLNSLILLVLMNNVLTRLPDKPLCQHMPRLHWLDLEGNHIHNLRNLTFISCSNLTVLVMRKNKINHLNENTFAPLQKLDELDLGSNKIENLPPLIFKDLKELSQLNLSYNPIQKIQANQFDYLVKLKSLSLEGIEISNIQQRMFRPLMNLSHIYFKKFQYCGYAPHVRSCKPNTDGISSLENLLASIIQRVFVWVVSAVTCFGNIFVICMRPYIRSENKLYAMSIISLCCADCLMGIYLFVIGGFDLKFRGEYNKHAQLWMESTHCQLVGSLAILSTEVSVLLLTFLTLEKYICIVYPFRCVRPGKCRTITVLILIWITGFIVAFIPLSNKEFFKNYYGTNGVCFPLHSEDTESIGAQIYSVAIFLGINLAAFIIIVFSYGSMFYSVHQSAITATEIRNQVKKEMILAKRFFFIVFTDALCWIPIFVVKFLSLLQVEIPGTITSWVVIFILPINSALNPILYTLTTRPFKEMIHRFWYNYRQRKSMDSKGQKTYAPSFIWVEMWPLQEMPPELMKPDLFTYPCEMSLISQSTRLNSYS
D1 antagonist: Antagonist of Human D 1 Dopamine Receptor: qHTS; HEK293 TREx D1 cells, calcium flux, dopamine EC80; stronger effect = lower value; activity change, negative = inhibition, % at 10 µM; 360,000 tested, 3.2% active; in the data active = activity change below about -30%; also: % is scaled to controls: 0 for no effect and ±100 for the full control effect
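HEK293 T-REx cells expressing inducible, force-coupled D1 receptor; no-wash Ca dye, 30–90 min RT. Cmpd → 180 s read at 1 Hz → EC80 DA → 180 s read.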
D2 potentiator: HTS Assay for Positive Allosteric Modulators of the Human D2 Dopamine Receptor: Primary Screen for Potentiators. D(2) dopamine receptor (Homo sapiens), P14416. HEK293 T-REx D2, calcium flux, EC20 dopamine potentiation. potentiation, % at 10 µM. 340,000 tested, 0.34% active. AID 485347, 2010;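 active = potentiation over 3 SD above the plate norm, cut at about 30% in these data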; also: 0% is about no effect
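Potentiation of an EC20 dopamine calcium response measured kinetically over 180 s, after a preceding 180 s compound-only read flagging agonists. Cells: inducible Hek293 Trex D2 line, 4000/well, cultured overnight at 30 C before dye loading.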
D1 ag: Allosteric Agonists of the Human D1 Dopamine Receptor: qHTS; D(1A) dopamine receptor (Homo sapiens), P21728; 360,000 tested, 1% active; HEK293 T-REx D1 cells, calcium flux, agonist mode; activation, % at 2 µM; also: 0% is about no effect
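Agonism was scored from calcium flux recorded over 180 s (1 read/s) after pintool compound addition, following a 10-cycle baseline. Cells were inducible force-coupled HEK293 TREx D1, plated overnight at 30 C and loaded with no-wash calcium dye.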
D2 ag: HTS Assay for Allosteric Agonists of the Human D2 Dopamine Receptor: Primary Screen for Agonists. activation, % at 2 µM. HEK293 T-REx D2 cells, calcium flux agonist mode. AID 485358, 2010. 340,000 tested, 0.53% active;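 active = activation over 3 SD above normal in the single-dose calcium agonist read, cut at about 30% in these data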; also: 0% is about no effect
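In this primary screen, compounds producing a positive calcium signal within 180 s of addition to tetracycline-induced, force-coupled HEK293 Trex D2 cells are flagged; cells are dye-loaded with a no-wash calcium kit beforehand.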
* marks the source's active call; other numbers are inactive results; nt = no result given. Rule as the data show it, unless noted: active = activation above about 30%; inactive = the rest.

Value order: TRHR ag	RXFP1 antagonist	D2 ag	D1 potentiator	D1 antagonist	D2 antagonist	D2 potentiator	D1 ag	TRHR PAM
CC(C)OP(=O)(c1ccc(N(C)C)cc1)C(O)c1ccncc1 (configuration not stated)
  0.0	-8	0.2	0	-14	32*	5	3	-2
CCC(c1nnnn1Cc1ccc(OC)cc1)N(CCCO)Cc1cc2cc3c(cc2[nH]c1=O)OCO3 (configuration not stated)
  -0.1	-10	-3.1	-6	18	-8	-8	4	-4
CCOC(=O)C1=C(SCC(=O)Nc2ccccc2)NC(=O)C(C#N)C12CCCCC2 (configuration not stated)
  0.7	-8	0.2	-2	5	9	-9	4	-2
NS(=O)(=O)c1ccc(F)c(C(=O)O)c1
  0.0	-2	-0.2	2	12	9	12	1	2
CC1CCN(S(=O)(=O)c2cccc(S(=O)(=O)N3CCCC3)c2)CC1
  0.0	-3	-0.1	-7	-8	14	-8	3	-1
CC(C)(C)NC(=O)/C(=C/c1ccco1)c1ccccc1
  0.8	-2	0.0	-4	9	3	2	0	4
Clc1ccccc1N=C1NN=C(c2cccs2)CS1
  -0.7	-83*	-0.9	-3	4	13	1	5	5
O=C(O)C1CCCN1S(=O)(=O)c1ccccc1 (configuration not stated)
  0.4	10	0.2	1	-9	-19	-2	1	3
OCC1CCCN(c2ncnc3scc(-c4ccccc4)c23)C1 (configuration not stated)
  0.2	-3	-1.6	2	14	-11	17	-2	14
COc1ccc(N(CC(=O)Nc2ccccc2C(F)(F)F)C2=NC3CS(=O)(=O)CC3S2)cc1 (configuration not stated)
  0.3	3	5.2	-11	7	-23	0	7	2

Look-ups from the results shown.
NS(=O)(=O)c1ccc(F)c(C(=O)O)c1 | D1 ag = 1
OCC1CCCN(c2ncnc3scc(-c4ccccc4)c23)C1 (configuration not stated) | D1 antagonist = 14

The listing picks up, starting 2 compounds before the break.
Value order: TRHR ag	RXFP1 antagonist	D2 ag	D1 potentiator	D1 antagonist	D2 antagonist	D2 potentiator	D1 ag	TRHR PAM
OCC1CCCN(c2ncnc3scc(-c4ccccc4)c23)C1 (configuration not stated)
  0.2	-3	-1.6	2	14	-11	17	-2	14
COc1ccc(N(CC(=O)Nc2ccccc2C(F)(F)F)C2=NC3CS(=O)(=O)CC3S2)cc1 (configuration not stated)
  0.3	3	5.2	-11	7	-23	0	7	2
Cc1ccc(Nc2oc(C)nc2C#N)cc1
  -0.4	9	-0.6	-8	-10	2	12	0	-4
Cc1cc(OCc2cc(C(=O)N(C)CCCN3CCOCC3)no2)cc(C)c1Cl
  -0.3	-20	1.9	-18	-16	-15	-22	35*	5
CC(C)C(Nc1ncnc2c1oc1ccccc12)C(=O)O (configuration not stated)
  0.4	-6	0.3	2	4	-19	-4	0	9
C=CCNC(=O)COC(=O)c1cccnc1Nc1ccccc1F
  -0.2	1	-0.1	-2	-7	6	4	5	1
COc1ccc(CSc2n[nH]c(C)n2)cc1[N+](=O)[O-]
  1.0	12	2.7	3	-10	5	14	3	-1
CCC(=O)c1ccc(OC(C)C(=O)NC2(C#N)CCCCC2)cc1 (configuration not stated)
  -0.3	0	0.8	-10	0	-2	6	4	-3
O=C(O)c1nn(-c2ccc(Cl)cc2)ccc1=O
  0.5	8	0.6	2	3	3	9	4	6
CN1C(=O)C2(OCC(C)([N+](=O)[O-])CO2)c2ccccc21 (configuration not stated)
  0.0	31	0.4	-1	-25	-25	7	0	-3
CCN(CC)CCN1C(=O)C(=O)/C(=C(/O)c2c(C)[nH]c(C(=O)OC)c2C)C1c1cccs1 (configuration not stated)
  0.2	-7	0.2	-5	-3	14	-7	3	-8
CC(C)(C)c1ccc(/C=C2\Oc3c(ccc(O)c3CN3CCN(CCO)CC3)C2=O)cc1
  14	4	20	-2	17	0	13	17	-2

Further results.
Value order: TRHR ag	RXFP1 antagonist	D2 ag	D1 potentiator	D1 antagonist	D2 antagonist	D2 potentiator	D1 ag	TRHR PAM
CCOc1ccc(S(=O)(=O)Nc2cccc(C(=O)N3CCN(c4ccc(OC)cc4)CC3)c2)cc1
  -0.5	9	-1.9	-5	13	-3	19	0	-1
Fc1ccc(CCNC(=S)Nc2ccc(F)c(Cl)c2)cc1
  1.1	-40	nt	-2	-32*	nt	nt	13	-7
COc1ccc(Cl)cc1NC(=O)N1CCN(C2CCCCC2)CC1
  1.0	-1	0.6	4	0	22	-23	3	36*
O=C(NCCCNC(=O)c1ccccn1)c1ccc(Cl)cc1
  -0.6	4	0.5	0	-1	15	-9	0	8
O=C(CCN1C(=O)S/C(=C\c2ccc(F)cc2)C1=O)Nc1ccc(C(=O)O)c(O)c1
  1.0	-11	-2.8	0	2	4	0	5	-1
CC(C)CN1CCC(CN(C)Cc2nc(-c3cnccn3)no2)CC1
  -0.2	-2	0.0	-1	-7	-6	-5	1	-2
CCN1C(=O)CSc2ccc(C(=O)NCc3ccc(OC)cc3)cc21
  -0.7	11	0.3	-8	10	17	-20	1	-3
COc1ccc(-n2c(Cn3c(=O)sc4ccccc43)nnc2SCC(=O)N2CCOCC2)cc1
  0.2	nt	-0.3	nt	6	-12	-2	2	4
COc1ccccc1C(=O)NC(=O)COC(=O)C1CCC1
  -0.4	-8	-0.3	-6	3	9	0	1	0
COC(=O)c1ccc(Cl)cc1NC(=O)N1CCC(CN2CCC(C)CC2)CC1
  0.5	-13	0.7	-1	11	nt	-10	2	-2

Next section:
Value order: TRHR ag	RXFP1 antagonist	D2 ag	D1 potentiator	D1 antagonist	D2 antagonist	D2 potentiator	D1 ag	TRHR PAM
CCOc1ccc(-c2nc3c(c(SCC(=O)N4CCCCC4)n2)Cc2cccc(OC)c2O3)cc1
  0.2	-15	0.2	0	7	nt	9	1	1
COCCCn1c2nc3ccccc3nc2c2c(=O)n(Cc3cccs3)cnc21
  -0.3	nt	0.0	6	7	0	-1	3	4
N/N=C/C(=N\Nc1ccc(Cl)cc1)C(=O)c1ccncc1
  0.0	-7	0.0	-12	-17	-2	17	0	3
O=C(c1ccc(N2CCN(C3CC(=O)N(c4ccc(F)cc4)C3=O)CC2)cc1)c1cccnc1 (configuration not stated)
  1.5	nt	0.3	0	-8	5	-7	0	-10
Cc1ccc(N(C(=O)c2ccncc2)C2C=CS(=O)(=O)C2)cc1 (configuration not stated)
  0.9	nt	1.2	-3	-19	-3	3	2	2
O=C(NCC1COc2ccccc2O1)c1ccc(Br)s1 (configuration not stated)
  -0.1	-2	nt	-6	-19	nt	nt	-3	-1
CCOc1ccc(C(=O)Nc2ccc(CN3CCOCC3)cc2)cc1Br
  1.5	-21	0.4	15	-7	-21	3	5	-2
O=C(COc1ccc(Cl)cc1)Nc1cc(-c2ccccc2)no1
  -0.1	-2	-0.5	-1	-21	nt	-8	-1	-9
Cc1ccc(Cl)cc1NC(=O)NCCN1CCCCC1
  0.1	14	nt	-3	-8	nt	nt	11	-3
CCOC(=O)C1=C(C)N=C2c3ccccc3C(=O)C2C1c1ccccc1 (configuration not stated)
  0.4	-10	-0.1	-4	7	-5	-17	1	5

Carrying on.
Value order: TRHR ag	RXFP1 antagonist	D2 ag	D1 potentiator	D1 antagonist	D2 antagonist	D2 potentiator	D1 ag	TRHR PAM
COc1ccc(CC(=O)N(C)Cc2cccc(F)c2)cc1S(=O)(=O)N1CCOCC1
  -0.2	14	0.3	1	3	-8	-2	0	-2
CCN(CC)S(=O)(=O)c1ccc(N2CCOCC2)c(NC(=O)CCOc2ccccc2)c1
  0.4	-5	-1.1	4	16	5	3	8	-8
CCCNC(=O)N1CCC(C(=O)c2ccc(Cl)cc2)CC1
  -0.7	5	0.0	-14	-6	22	2	6	-3
CCCCc1nc(N2CCN(C(=O)c3ccco3)CC2)c(C#N)c2c1CCCC2
  1.1	-18	1.1	4	7	31*	2	19	-3
COc1ccccc1OCc1nnc(SCC(=O)NCc2ccco2)n1-c1ccccc1
  -0.7	-8	0.1	-1	16	0	9	0	3
CCOc1ccc(NC(=O)CC2C(=O)N(c3ccc(C)cc3)C(=O)N2Cc2ccc(OC)cc2)cc1 (configuration not stated)
  -0.1	nt	nt	1	-3	nt	6	0	45*
CCOC(=O)CCCNC(=O)CN1C(=O)NC(c2ccccc2)(c2ccccc2)C1=O
  1.2	-21	2.3	12	3	12	-14	2	-1
COc1ccc(C[C@H]2CN3C(=NC[C@H]3Cc3ccccc3)N2CCNC(=O)CCC2CCCCC2)cc1
  -0.3	nt	nt	7	16	nt	nt	-4	3
O=C(CSc1ncccn1)N/N=C/c1ccccc1[N+](=O)[O-]
  0.0	1	-0.6	-2	-7	-4	-7	3	-2
CC(C)OP(=O)(c1ccc(N(C)C)cc1)C(O)c1ccc(N(C)C)cc1 (configuration not stated)
  1.4	-4	1.3	14	-7	27	-15	2	-3

The list goes on:
Value order: TRHR ag	RXFP1 antagonist	D2 ag	D1 potentiator	D1 antagonist	D2 antagonist	D2 potentiator	D1 ag	TRHR PAM
Cc1ccc(NC(=O)CCNC(=O)c2ccco2)cc1
  0.0	22	1.6	1	11	15	-8	2	3
Cc1ccccc1CCNC(=O)c1ccc2c(c1)c(C)c(C)n2Cc1ccccc1
  0.4	2	0.5	-5	-6	nt	2	5	-3
COc1cccc(Cn2c(CNS(=O)(=O)c3ccc(C(C)(C)C)cc3)nc3cccnc32)c1
  -0.2	-3	0.3	1	1	nt	-16	3	0
COC(=O)c1ccc(NCCC(=O)O)cc1
  0.3	-6	0.2	-4	-7	4	0	3	25
C=CCOc1cccc(C2/C(=C(/O)c3ccc(Cl)cc3)C(=O)C(=O)N2CCN2CCOCC2)c1 (configuration not stated)
  0.3	4	-0.7	2	-4	8	1	1	-4
COc1cc(NC(=S)NN2CCN(C)CC2)cc(OC)c1OC
  1.2	4	-0.9	6	25	12	4	0	-2
CCC(CO)NCc1ccccc1OC(C)C (configuration not stated)
  -1.2	2	0.3	-2	7	9	3	3	-7

Molecules listed so far with a cyano group:
Value order: TRHR ag	RXFP1 antagonist	D2 ag	D1 potentiator	D1 antagonist	D2 antagonist	D2 potentiator	D1 ag	TRHR PAM
CCOC(=O)C1=C(SCC(=O)Nc2ccccc2)NC(=O)C(C#N)C12CCCCC2 (configuration not stated)
  0.7	-8	0.2	-2	5	9	-9	4	-2
Cc1ccc(Nc2oc(C)nc2C#N)cc1
  -0.4	9	-0.6	-8	-10	2	12	0	-4
CCC(=O)c1ccc(OC(C)C(=O)NC2(C#N)CCCCC2)cc1 (configuration not stated)
  -0.3	0	0.8	-10	0	-2	6	4	-3
CCCCc1nc(N2CCN(C(=O)c3ccco3)CC2)c(C#N)c2c1CCCC2
  1.1	-18	1.1	4	7	31*	2	19	-3

Rows are unselected; overall some 7.3% were active at least once.
